HCMV inh: inhibitors of human cytomegalovirus. actives 4.5% (n = 410,000). AID 1259415. HFF cells, HCMV-luciferase reporter, 72 h; hits give low values. activity change, negative = inhibition, % at 57.5 µM; in the data active = activity change below about -60%; inconclusive = no clear call, values can overlap the other calls; inactive = above about -39%; also: % is scaled to controls: 0 for no effect and ±100 for the full control effect
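Cell-based, HFFs, 1000 cells/well, 16 h 37C; cpds in DMSO + HCMV-luc, MOI 1 PFU/cell; 72 h 37C; OneGlo luminescence after 5 min RT; norm. to buffer vs Salinomycin 10uM.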
CHX counter: affects cycloheximide protein synthesis inhibition readout, counter-screen. cell reporter, cycloheximide protein synthesis inhibition counterscreen. max response, %. actives 12% (n = 300,000). AID 2314; in the data active = max response mostly above about 13%, no sharp cut-off; inactive = mostly below about 14%; also: read at 38.3 µM for the half of the compounds with a filed dose; 0% is about no effect
AmpC inh no detg: AmpC beta-lactamase inhibition without detergent; AmpC nitrocefin hydrolysis, absorbance 480 nm, 0.0001% Triton; Potency, µM (titrated, usually from 57.1 µM), for the others: at the highest dose activity change, negative = inhibition, actives largely listed as inhibitors; actives 0.52% (n = 330,000); AID 485341;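 also: potency is read from the fitted curve at half-maximal effect; plate controls were no compound for no effect and no enzyme for full effect; nearly all actives have a fitted effect of over 20% in size; some results filed as inactive show a strong effect at the top dose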
Target sequence (P00811 whole entry, looked up): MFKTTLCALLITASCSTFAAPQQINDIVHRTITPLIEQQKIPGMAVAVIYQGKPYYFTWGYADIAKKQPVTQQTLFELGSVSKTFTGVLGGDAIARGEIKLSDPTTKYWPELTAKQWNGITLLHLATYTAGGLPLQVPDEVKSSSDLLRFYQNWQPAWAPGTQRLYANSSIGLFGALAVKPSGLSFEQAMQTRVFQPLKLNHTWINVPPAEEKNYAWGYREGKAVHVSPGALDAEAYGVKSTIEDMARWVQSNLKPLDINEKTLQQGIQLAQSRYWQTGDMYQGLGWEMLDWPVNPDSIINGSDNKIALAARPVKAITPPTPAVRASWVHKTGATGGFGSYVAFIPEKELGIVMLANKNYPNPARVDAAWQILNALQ
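20 mM phosphate pH 7.0 + 0.01% (detergent screen) or 0.0001% Triton X-100; 5.3 nM AmpC reagent; cpd preinc 15 min RT; nitrocefin (800 uM stock) to start; A480 q20 s × 4 min; Activity was normalised to no-enzyme and no-compound control wells.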
Giardia FBPA inh: blocks Giardia fructose-bisphosphate aldolase activity; A8B2U2; AID 2451; actives 0.71% (n = 290,000); purified Giardia FBPA; Potency, µM (top dose mostly 59.6 µM), for the others: at the highest dose activity, negative = inhibition, hits mostly inhibitors; also: potency is read from the fitted curve at half-maximal effect; % is scaled to controls: 0 for no effect and ±100 for the full control effect; nearly all actives have a fitted effect of over 55% in size
Target sequence (A8B2U2 whole entry, looked up): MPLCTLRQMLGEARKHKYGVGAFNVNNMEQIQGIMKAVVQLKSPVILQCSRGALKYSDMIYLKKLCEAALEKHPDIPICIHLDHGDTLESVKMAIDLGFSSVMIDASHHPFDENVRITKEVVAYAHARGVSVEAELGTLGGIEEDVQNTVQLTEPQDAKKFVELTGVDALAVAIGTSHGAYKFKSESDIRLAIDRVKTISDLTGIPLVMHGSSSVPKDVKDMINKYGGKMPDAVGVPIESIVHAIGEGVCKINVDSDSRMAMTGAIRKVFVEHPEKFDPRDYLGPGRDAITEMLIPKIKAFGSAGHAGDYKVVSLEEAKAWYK
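Giardia FBPA (40 nM reagent) was preincubated 10 min at RT with compound (up to 57.5 uM final), then substrate plus GAPDH/TPI/NAD/arsenate coupling system with diaphorase/resazurin was added; resorufin fluorescence (525/598 nm) was read after 20 min.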
Shiga toxin inh: blocks Shiga toxin action in Vero cells. Vero cells, Shiga toxin protein synthesis inhibition reporter. inhibition, % at 38.7 µM. actives 9.2% (n = 290,000). AID 2315; in the data active = inhibition mostly above about 28%, no sharp cut-off; inactive = mostly below about 43%; also: 0% is about no effect
AmpC detergent: inhibitors of E. coli AmpC beta-lactamase with detergent; Potency, µM (doses to about 114 µM), for inactives: at the top dose activity change, negative = inhibition, hits mostly inhibitors; AmpC hydrolysis of nitrocefin, absorbance 480 nm, 0.01% Triton; actives 0.041% (n = 370,000); AID 485294;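 also: potency is read from the fitted curve at half-maximal effect; 0% = no-compound wells and -100% = no-enzyme wells; nearly all actives have a fitted effect of over 25% in size; some results filed as inactive show a strong effect at the top dose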
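20 mM phosphate pH 7.0 + 0.01% (detergent screen) or 0.0001% Triton X-100; 5.3 nM AmpC reagent; cpd preinc 15 min RT; nitrocefin (800 uM stock) to start; A480 q20 s × 4 min; Activity was normalised to no-enzyme and no-compound control wells.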
AMA1-RON2 inh: disrupts binding of P. falciparum AMA1 to RON2 | AlphaScreen AMA1-biotinylated RON2 peptide binding | Potency, µM (doses to about 58.2 µM), for inactives: top-dose activity change, negative = inhibition, most hits filed as inhibitors | actives 0.2% (n = 360,000) | AID 720542;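 also: potency is read from the fitted curve at half-maximal effect; 0% = vehicle wells and -100% = peptide control; nearly all actives have a fitted effect of over 45% in size; some results filed as inactive show a strong effect at the top dose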
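AMA1 (3D7) with his tag at 25 nM final met compounds first, then biotinylated RON2 peptide at 25 nM; detection used donor plus acceptor beads, 10 µg/mL apiece, read by AlphaScreen after 30 min at room temperature.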
Active calls of the source: *; ? = inconclusive; . = not tested or not shown; & = joins results of further samples; [ ] = dose if it differs, or a comment. Unless noted, calls follow the shape of the dose curve; as a rule, active = well fitted curve in the direction sought with a large enough effect; inconclusive = small, poorly fitted or top-dose-only effect, or another doubt; inactive = no such curve, though single readings can be large; an effect the other way counts as inactive or inconclusive.

SMILES | HCMV inh | CHX counter | AmpC inh no detg | Giardia FBPA inh | Shiga toxin inh | AmpC detergent | AMA1-RON2 inh
Cc1cc(Cl)ccc1N(CC(=O)NCc1ccccc1)S(C)(=O)=O | 35 | -2 | 21% | 9% | -7 | 4% | 3%
C=CCn1cc(C(C)=O)c(=O)[nH]c1=O | ? | -2 | -19% | 1% | 13 | ? | 4%
O=C(CCCn1c(=S)[nH]c2ccsc2c1=O)Nc1ccc2c(c1)OCCO2 | -75* | 39* | -15%[11.4 µM] | -20% | 98* | -14% | 77%[activator]
Cn1ccc2cc(NC(=O)Nc3cccnc3)ccc21 | -100* | 30* | . | -14%&-9% | 49* | . | ?
O=C(COC(=O)c1ccc(Br)cc1)NCc1ccc(F)cc1 | -20 | -1 | -35% | 8% | -23 | -10% | -4%
CCCC(=O)NCC(c1cccs1)S(=O)(=O)c1ccc(C)cc1 (stereo not given) | -27 | -4 | -5% | 10% | -10 | -10% | -7%
CN(N)c1nc2ccccc2nc1C(F)(F)F | -37 | 3 | -22% | 0% | 8 | 7% | 22%
COc1ccc(C(=O)NCC(=O)OCn2nnc3ccccc3c2=O)cc1OC | . | -2 | -33% | 10% | 3 | 2% | .
COc1cc(-c2nc3ccccn3c2NCC2CCCO2)ccc1O (stereo not given) | 29 | -3 | -30% | -29% | 14 | ? | -3%
COC(=O)CSC1=C(C#N)C(=O)NC2(CCCCC2)S1 | -9 | -2 | -7% | -15% | -7 | 3% | -2%
c1ccc2c(c1)nc(-c1ccncc1)n1nnnc21 | -29 | -2 | -13% | 7% | -7 | ? | 11%
Cc1cccc(C(=O)NCc2nnc(SCC(=O)Nc3nncs3)n2C)c1 | 21 | -4 | 2% | -16% | 5 | -1% | -6%
CCOc1ccc(NC(=O)c2csc3c2CCCC3)cc1 | -19 | 36* | -9% | -1% | 32 | -18% | 3%
CCCC(c1nnnn1C(C)(C)C)N1CCN(Cc2ccccc2OC)CC1 (stereo not given) | -19 | 1 | 55% | -20% | -19 | -3% | -8%
c1ccc(-c2cc(N3CCCCCC3)n[nH]2)cc1 | 34 | 48* | -6% | -26% | 151* | 0% | -16%

A different layout for three compounds above.
COc1ccc(C(=O)NCC(=O)OCn2nnc3ccccc3c2=O)cc1OC
  HCMV inh: .; CHX counter: -2; AmpC inh no detg: -33%; Giardia FBPA inh: 10%; Shiga toxin inh: 3; AmpC detergent: 2%; AMA1-RON2 inh: .

COc1cc(-c2nc3ccccn3c2NCC2CCCO2)ccc1O (stereo not given)
  HCMV inh: 29; CHX counter: -3; AmpC inh no detg: -30%; Giardia FBPA inh: -29%; Shiga toxin inh: 14; AmpC detergent: ?; AMA1-RON2 inh: -3%

COC(=O)CSC1=C(C#N)C(=O)NC2(CCCCC2)S1
  HCMV inh: -9; CHX counter: -2; AmpC inh no detg: -7%; Giardia FBPA inh: -15%; Shiga toxin inh: -7; AmpC detergent: 3%; AMA1-RON2 inh: -2%

Three compounds from above, ordered by SMILES length, lowest first:
SMILES | HCMV inh | CHX counter | AmpC inh no detg | Giardia FBPA inh | Shiga toxin inh | AmpC detergent | AMA1-RON2 inh
Cn1ccc2cc(NC(=O)Nc3cccnc3)ccc21 | -100* | 30* | . | -14%&-9% | 49* | . | ?
c1ccc(-c2cc(N3CCCCCC3)n[nH]2)cc1 | 34 | 48* | -6% | -26% | 151* | 0% | -16%
O=C(CCCn1c(=S)[nH]c2ccsc2c1=O)Nc1ccc2c(c1)OCCO2 | -75* | 39* | -15%[11.4 µM] | -20% | 98* | -14% | 77%[activator]

The listing continues:
SMILES | HCMV inh | CHX counter | AmpC inh no detg | Giardia FBPA inh | Shiga toxin inh | AmpC detergent | AMA1-RON2 inh
Cc1c2c(nc3c(C)cccc13)OC(C)C2 (stereo not given) | -33 | 11 | -21% | -2% | 41 | ? | ?
CNS(=O)(=O)c1cccc(C(=O)NCC2(N3CCCCC3)CCCCC2)c1 | -8 | -2 | -17% | -2% | 30 | 4% | -6%
S=c1nc[nH]c2c1sc1nc(-c3ccccc3)c3c(c12)CCCC3 | ? | -2 | -51% | 28% | -9 | -1% | 110%[activator]
COc1ccc2[nH]c(=O)c(CN(C(=O)c3cccnc3)c3cccc(C)c3)cc2c1 | 0 | -1 | -9% | 0% | -8 | -19% | 11%
O=C(Nc1cccc2ccccc12)c1ccccc1 | 106 | 42* | -20% | -2% | 96* | 2% | -5%
O=C(CNc1ccc(Oc2ccccc2)cc1)N1CCOCC1 | 5 | 12* | 22% | -29% | 36* | -5% | 0%
Cc1nc2c(-c3ccc(F)cc3)c(C)nn2c(C)c1CCC(=O)NCCN1CCOCC1 | 2 | -8 | 117%[activator] | 0% | -9 | -15% | 11%
CC(=O)c1cccc(OCC(=O)Nc2cc(Cl)ccc2-n2cncn2)c1 | -19 | . | -3% | . | . | -9% | 4%
Cc1noc(C)c1COc1ccc(C(=O)N2CC(C)CC(C)C2)cc1 (stereo not given) | -27 | . | 53% | . | . | -1% | 0%
CCOC(=O)C1CCN(S(=O)(=O)c2c(Cl)ccc3nonc23)CC1 | -113* | 10 | 0% | . | 2 | 16% | .
C=C(C(=O)Oc1c(C(C)(C)C)cccc1C(C)(C)C)c1ccccc1 | 6 | . | -14% | . | . | 2% | 7%
COCCOC(=O)c1c(C)oc2ccc(OCc3cc(C(=O)OC)oc3C)cc12 | -15 | -2 | 147%[activator] | -7% | 3 | -4% | 3%
CC(C)Cn1c(N)c(C(=O)COC(=O)c2cc(F)cc(F)c2)c(=O)n(C)c1=O | -27 | 1 | -17%[11.4 µM] | -3% | -12 | -9% | 1%
CCOC(=O)CN1C(=O)CN(c2ccc(C)c(C)c2)C1=O | 13 | 6 | -17% | -1% | -7 | -13% | 7%
COc1ccc(C(=O)NNC(=O)C23CC4CC(CC(C4)C2)C3)c(OC)c1 | -29 | 21* | -9% | -4% | 41 | -10% | 25%

In a second layout: 3 of the compounds above
> CN(N)c1nc2ccccc2nc1C(F)(F)F
  HCMV inh: -37 | CHX counter: 3 | AmpC inh no detg: -22% | Giardia FBPA inh: 0% | Shiga toxin inh: 8 | AmpC detergent: 7% | AMA1-RON2 inh: 22%

> COc1ccc(C(=O)NCC(=O)OCn2nnc3ccccc3c2=O)cc1OC
  HCMV inh: . | CHX counter: -2 | AmpC inh no detg: -33% | Giardia FBPA inh: 10% | Shiga toxin inh: 3 | AmpC detergent: 2% | AMA1-RON2 inh: .

> COc1cc(-c2nc3ccccn3c2NCC2CCCO2)ccc1O (stereo not given)
  HCMV inh: 29 | CHX counter: -3 | AmpC inh no detg: -30% | Giardia FBPA inh: -29% | Shiga toxin inh: 14 | AmpC detergent: ? | AMA1-RON2 inh: -3%

Compound activity (PubChem BioAssay)
